Source: PubChem (several laboratories)
VCAM1 TNFa inh: reduces TNF alpha induced VCAM1 expression in HUVEC; HUVEC TNFa-induced VCAM-1 immunofluorescence, high-content imaging; inhibition, % at 2 µM; actives 0.48% (n = 95,000);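 active means inhibition above the batch mean plus 3 SD, with images confirmed as a hit by eye, cut at about 37% in these data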;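 further: 0% = TNF-stimulated DMSO wells and 100% = unstimulated control wells; not every result past the cut was called active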
Ecoli WT expand: E. coli BW25113 growth inhibition, expanded screen; AID 710; actives 0.15% (n = 98,000); OD600 absorbance; growth inhibition, % at 100 µM;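 active means growth inhibition above about 50% at one test dose, limit read from the data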;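 further: growth measured after 20 h incubation at 37 °C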
TNFa cytotox: toxic to HUVEC cells under TNF alpha stimulation | AID 848 | HUVEC TNFalpha-stimulated, Hoechst cell count, imaging | cell count reduction, % at 2 µM | actives 0.17% (n = 93,000);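 active means cell count reduction exceeding the screen mean by over 5 SD, scaled to untreated wells per plate, cut at about 78% in these data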;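 further: cells counted after 24 h of TNF alpha exposure following the 1 h pretreatment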
HUVEC tox IL1B: toxic to HUVEC cells under IL-1B stimulation; HUVEC cell count loss, Hoechst imaging, IL-1B stimulated; cell count reduction, % at 2 µM; actives 0.41% (n = 94,000);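 active means cell count reduction more than 3 SD above the screen-wide mean, cut at about 70% in these data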;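 further: normalized per plate to untreated control cells as the no-loss baseline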
sEH inhibitor: inhibitors of human soluble epoxide hydrolase | inhibition, % at 2 µM | actives 0.34% (n = 91,000) | P34913 | recombinant human sEH enzymatic activity assay | AID 707; in the data active means inhibition above about 80%; further: values of inactives mirror those of a sister screen read the other way; many of its hits are not listed in these tables
PLK1 kinase inh: PLK1 (human) kinase inhibition; recombinant PLK1 kinase, TR-FRET peptide phosphorylation; inhibition, % at 10 µM; actives 0.53% (n = 97,000);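 active means inhibition of 50% or more in the single-concentration screen; inactive means inhibition below 50%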;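 further: 0% = DMSO max control and 100% = H-89 dihydrochloride min control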
Target sequence (P53350 whole entry, looked up): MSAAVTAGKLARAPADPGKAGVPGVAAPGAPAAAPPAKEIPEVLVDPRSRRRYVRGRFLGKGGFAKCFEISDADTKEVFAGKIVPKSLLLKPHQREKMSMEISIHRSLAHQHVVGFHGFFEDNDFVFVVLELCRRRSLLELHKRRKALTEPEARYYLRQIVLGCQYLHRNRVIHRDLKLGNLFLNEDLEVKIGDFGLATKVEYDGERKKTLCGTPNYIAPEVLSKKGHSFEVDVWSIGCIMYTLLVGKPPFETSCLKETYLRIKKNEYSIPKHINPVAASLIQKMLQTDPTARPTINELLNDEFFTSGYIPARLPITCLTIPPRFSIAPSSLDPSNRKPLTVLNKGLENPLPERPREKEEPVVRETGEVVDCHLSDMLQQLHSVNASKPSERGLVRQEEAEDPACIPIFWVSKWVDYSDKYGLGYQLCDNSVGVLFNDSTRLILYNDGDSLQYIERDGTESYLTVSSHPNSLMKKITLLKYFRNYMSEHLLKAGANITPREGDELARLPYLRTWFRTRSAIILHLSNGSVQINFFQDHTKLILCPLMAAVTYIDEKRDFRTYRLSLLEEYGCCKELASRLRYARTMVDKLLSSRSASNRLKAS
PLK1 PBD inh: blocks phosphopeptide binding to human Plk1 polo box domain | P53350 | inhibition, %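 (tested at about 20 µM)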 | actives 0.13% (n = 97,000) | Plk1 PBD phosphopeptide binding, fluorescence polarization; in the data active means inhibition above about 34%, passing the limit was not always enough
F-actin modifier: modifiers of cytoskeleton assembly. inhibition, % at 2 µM. HUVEC TNFa F-actin phalloidin imaging, high content. actives 0.18% (n = 91,000). AID 836;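 active means inhibition above the batch mean plus 3 SD and confirmed as a hit by visual image inspection, cut at about 30% in these data, passing the limit was not always enough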; further: strong numbers were not always called active
DAT uptake mod: human DAT dopamine uptake with cocaine, either direction | Q01959 | LLC-PK1 hDAT cells, [14C]-dopamine uptake with cocaine IC80; actives deviate in either direction | B-score at 10 µM | actives 1.3% (n = 110,000) | AID 449768;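 active means Z score or B-score, a plate-position-corrected score, falls beyond the plate's 99.7% confidence bounds, in either direction; inactive means both scores lie inside the 99.7% bounds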;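 further: scored against the spread of the other compound wells on the same plate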
Starred values were filed as active, the others as inactive.

What do the screens show for `Cc1ccc(C(=O)CSc2nc3ccccc3c(=O)n2-c2ccccc2)s1`?
VCAM1 TNFa inh: 20; Ecoli WT expand: -14; TNFa cytotox: 0; HUVEC tox IL1B: 8; sEH inhibitor: 10; PLK1 kinase inh: -6; PLK1 PBD inh: -20; F-actin modifier: -2; DAT uptake mod: -0.11

Results for O=C(CN1CCN(Cc2ccccc2)CC1)NC(=O)NC1CCCCC1 ?
VCAM1 TNFa inh: -6; Ecoli WT expand: 7; TNFa cytotox: -11; HUVEC tox IL1B: 1; PLK1 kinase inh: -10; PLK1 PBD inh: 12; F-actin modifier: -22; DAT uptake mod: -0.58

How did Cc1ccc(Cn2nc(C)c(NC(=O)c3cc(-c4ccco4)on3)c2C)cc1 do in these assays?
VCAM1 TNFa inh: 2; Ecoli WT expand: -9; TNFa cytotox: -28; HUVEC tox IL1B: -12; sEH inhibitor: -15; PLK1 kinase inh: 0; PLK1 PBD inh: 12; F-actin modifier: 19

What do the screens show for `Cc1oc2c(c1C(=O)NCCCC(=O)O)CCCC2`?
VCAM1 TNFa inh: -23; Ecoli WT expand: -4; TNFa cytotox: -12; HUVEC tox IL1B: -9; sEH inhibitor: -8; PLK1 kinase inh: -3; PLK1 PBD inh: -26; F-actin modifier: 0; DAT uptake mod: 0.76

How did O=C(c1ccccc1)N1CCN(C(=O)c2ccccc2Br)CC1 do in these assays?
VCAM1 TNFa inh: 4; Ecoli WT expand: -10; TNFa cytotox: -5; HUVEC tox IL1B: -2; sEH inhibitor: -16; PLK1 kinase inh: -8; PLK1 PBD inh: 2; F-actin modifier: -21; DAT uptake mod: -7.7*

How did COc1cc(C2NC(=O)NC(C)=C2C(=O)OC(C)(C)C)ccc1OCC(=O)O (stereo unspecified) do in these assays?
VCAM1 TNFa inh: -22; Ecoli WT expand: -2; TNFa cytotox: -44; HUVEC tox IL1B: -48; sEH inhibitor: 7; PLK1 kinase inh: -6; PLK1 PBD inh: -4; F-actin modifier: 33; DAT uptake mod: -0.011

How did O=C(O)c1cn(-c2ccc(F)c(F)c2)c2c(F)c(F)c(F)c(F)c2c1=O do in these assays?
VCAM1 TNFa inh: 0; Ecoli WT expand: 5; TNFa cytotox: 17; HUVEC tox IL1B: -26; sEH inhibitor: -3; PLK1 kinase inh: -17; PLK1 PBD inh: -8; F-actin modifier: -10; DAT uptake mod: -1.1

Results for O=C(CSc1nc2c(c(=O)[nH]1)CCC2)Nc1cccc(Cl)c1 ?
VCAM1 TNFa inh: 2; Ecoli WT expand: -4; TNFa cytotox: -22; HUVEC tox IL1B: -3; sEH inhibitor: 0; PLK1 kinase inh: 9; PLK1 PBD inh: -19; F-actin modifier: 34; DAT uptake mod: -1

How did CCC(C)(C)NC(=O)C(c1cccnc1)N(CCOC)C(=O)Cn1nnc2ccccc21 (stereo unspecified) do in these assays?
VCAM1 TNFa inh: 4; Ecoli WT expand: 1; TNFa cytotox: -34; HUVEC tox IL1B: 21; sEH inhibitor: -11; PLK1 kinase inh: -7; PLK1 PBD inh: -36; F-actin modifier: 6; DAT uptake mod: -0.23

What do the screens show for `CC1(C(=O)N2CC3(CC(c4cccc([N+](=O)[O-])c4)=NO3)C[C@H]2C(=O)NCC(N)=O)CC1` (stereo partly specified)?
VCAM1 TNFa inh: 3; Ecoli WT expand: -3; TNFa cytotox: 2; HUVEC tox IL1B: -11; sEH inhibitor: 8; PLK1 kinase inh: -7; PLK1 PBD inh: -24; F-actin modifier: -9; DAT uptake mod: -0.37

Results for COc1ccc(S(=O)(=O)N(C)CC(=O)Nc2cccc(C(C)=O)c2)cc1 ?
VCAM1 TNFa inh: 6; Ecoli WT expand: -1; TNFa cytotox: 0; HUVEC tox IL1B: -17; sEH inhibitor: -4; PLK1 kinase inh: -27; PLK1 PBD inh: -3; F-actin modifier: 5; DAT uptake mod: -0.08

How did O=C(Nc1cccc(Cl)c1)c1ccc2c(=O)n3c(nc2c1)CCCCC3 do in these assays?
VCAM1 TNFa inh: -1; Ecoli WT expand: -14; TNFa cytotox: -8; HUVEC tox IL1B: 25; sEH inhibitor: -8; PLK1 kinase inh: -8; PLK1 PBD inh: 2; F-actin modifier: -16; DAT uptake mod: 1.1

How did Cc1ccc2cc(C#N)c(SCC(=O)Nc3ccc4sc(C)nc4c3)nc2c1 do in these assays?
VCAM1 TNFa inh: 4; Ecoli WT expand: -4; TNFa cytotox: -13; HUVEC tox IL1B: -34; sEH inhibitor: 26; PLK1 kinase inh: -22; PLK1 PBD inh: 12; F-actin modifier: 20

What do the screens show for `O=C1c2ccccc2C(=O)N1CCc1nc2ccccc2c(=O)n1-c1ccccn1`?
VCAM1 TNFa inh: -5; Ecoli WT expand: -14; TNFa cytotox: -10; HUVEC tox IL1B: -8; sEH inhibitor: -21; PLK1 kinase inh: -9; PLK1 PBD inh: -23; F-actin modifier: 10; DAT uptake mod: 0.77

What do the screens show for `O=C1N/C(=N/N=C/c2ccccc2)SC1(c1ccccc1)c1ccccc1`?
VCAM1 TNFa inh: 4; Ecoli WT expand: -5; TNFa cytotox: -2; HUVEC tox IL1B: -9; sEH inhibitor: -7; PLK1 kinase inh: -6; PLK1 PBD inh: 5; F-actin modifier: -15; DAT uptake mod: -0.77

What do the screens show for `CC(=O)Nc1ccc(NC(=O)c2ccccc2N(C)S(C)(=O)=O)cc1`?
VCAM1 TNFa inh: -2; Ecoli WT expand: 7; TNFa cytotox: -11; HUVEC tox IL1B: 10; sEH inhibitor: 4; PLK1 kinase inh: -6; PLK1 PBD inh: 8; F-actin modifier: -7; DAT uptake mod: 0.21

What do the screens show for `Cn1c(=O)n(C)c2cc(NC(=O)c3cc4ccccc4o3)ccc21`?
VCAM1 TNFa inh: 12; Ecoli WT expand: -2; TNFa cytotox: 7; HUVEC tox IL1B: -28; sEH inhibitor: 3; PLK1 kinase inh: -16; PLK1 PBD inh: -22; F-actin modifier: 3; DAT uptake mod: 1.8

How did Cc1ccc(OCC(=O)Nc2ccc(-c3nnc(-c4ccco4)o3)cc2)cc1 do in these assays?
VCAM1 TNFa inh: 3; Ecoli WT expand: -4; TNFa cytotox: -3; HUVEC tox IL1B: 1; PLK1 kinase inh: -8; PLK1 PBD inh: 3; F-actin modifier: -2; DAT uptake mod: -0.019

Results for Cc1ccc(C(=O)c2c[nH]cc2-c2ccccc2)cc1 ?
VCAM1 TNFa inh: -4; TNFa cytotox: 6; HUVEC tox IL1B: -53; sEH inhibitor: 9; PLK1 kinase inh: -5; PLK1 PBD inh: -10; F-actin modifier: 3; DAT uptake mod: 0.034

Results for Oc1ccccc1Nc1ncnc2c1oc1ccccc12 ?
VCAM1 TNFa inh: 12; Ecoli WT expand: -1; TNFa cytotox: -26; HUVEC tox IL1B: 10; sEH inhibitor: -1; PLK1 kinase inh: -14; PLK1 PBD inh: 14; F-actin modifier: -3; DAT uptake mod: 1.4

What do the screens show for `O=S1(=O)N=C(N2CCOCC2)c2ccccc21`?
VCAM1 TNFa inh: 11; Ecoli WT expand: -4; TNFa cytotox: -4; HUVEC tox IL1B: 4; sEH inhibitor: -5; PLK1 kinase inh: -2; PLK1 PBD inh: -17; F-actin modifier: -34; DAT uptake mod: 0.61

Results for Cn1cnnc1SCC(=O)Nc1ccc2nc(SCc3ccccc3F)sc2c1 ?
VCAM1 TNFa inh: 8; Ecoli WT expand: -8; TNFa cytotox: -18; HUVEC tox IL1B: -58; sEH inhibitor: -10; PLK1 kinase inh: -13; PLK1 PBD inh: -15; F-actin modifier: -11; DAT uptake mod: 2.3

Results for FC(F)(F)c1cc(C(F)(F)F)c2ccc(N/N=C/c3ccccc3)nc2n1 ?
VCAM1 TNFa inh: -21; Ecoli WT expand: -1; TNFa cytotox: -22; HUVEC tox IL1B: -1; sEH inhibitor: 8; PLK1 kinase inh: -4; PLK1 PBD inh: -24; F-actin modifier: -1; DAT uptake mod: -0.66

How did Cc1nnc(SC(C)C(=O)Nc2ccc(S(=O)(=O)N3CCCCC3)cc2)s1 (stereo unspecified) do in these assays?
VCAM1 TNFa inh: 11; Ecoli WT expand: 3; TNFa cytotox: -20; HUVEC tox IL1B: -12; sEH inhibitor: 18; PLK1 kinase inh: -6; PLK1 PBD inh: 3; F-actin modifier: 1; DAT uptake mod: 0.29

How did COc1ccc(S(=O)(=O)N2CCCN(CC(=O)C(C)(C)C)CC2)cc1 do in these assays?
VCAM1 TNFa inh: -11; Ecoli WT expand: 3; TNFa cytotox: -19; HUVEC tox IL1B: -6; sEH inhibitor: -8; PLK1 kinase inh: -8; PLK1 PBD inh: -8; F-actin modifier: -7; DAT uptake mod: 0.0069

How did CCOC(=O)N1CCC(NC(=O)CCc2c(C)nc3ncnn3c2C)CC1 do in these assays?
VCAM1 TNFa inh: -23; Ecoli WT expand: -2; TNFa cytotox: -16; HUVEC tox IL1B: -21; PLK1 kinase inh: 0; PLK1 PBD inh: -5; F-actin modifier: -10; DAT uptake mod: -0.4

Results for COC(=O)N/N=C\C=C\c1ccc2c(c1)OCO2 ?
Ecoli WT expand: -2; HUVEC tox IL1B: 36; sEH inhibitor: 5; PLK1 kinase inh: 8; PLK1 PBD inh: -24; DAT uptake mod: 0.75

Results for CCOC(=O)C(NC(=O)c1ccccc1OCC)(Nc1ncccn1)C(F)(F)F (stereo unspecified) ?
VCAM1 TNFa inh: 4; Ecoli WT expand: 2; TNFa cytotox: -13; HUVEC tox IL1B: 31; sEH inhibitor: -7; PLK1 kinase inh: -16; PLK1 PBD inh: -2; F-actin modifier: 23

What do the screens show for `CCN(CC)c1ccc(C2NCC(c3ccc([N+](=O)[O-])cc3)O2)cc1` (stereo unspecified)?
VCAM1 TNFa inh: 1; TNFa cytotox: -15; HUVEC tox IL1B: 18; sEH inhibitor: 2; PLK1 kinase inh: -10; PLK1 PBD inh: -14; F-actin modifier: 4; DAT uptake mod: -0.86

What do the screens show for `COc1cccc(C(=O)Oc2cc(-c3ccccc3)no2)c1`?
VCAM1 TNFa inh: 4; Ecoli WT expand: -11; TNFa cytotox: 2; sEH inhibitor: -6; PLK1 kinase inh: -4; PLK1 PBD inh: -15; F-actin modifier: -1; DAT uptake mod: 0.085

2 entries picked at random from the list so far:
Results for COc1ccc(S(=O)(=O)N(C)CC(=O)Nc2cccc(C(C)=O)c2)cc1 ?
VCAM1 TNFa inh: 6; Ecoli WT expand: -1; TNFa cytotox: 0; HUVEC tox IL1B: -17; sEH inhibitor: -4; PLK1 kinase inh: -27; PLK1 PBD inh: -3; F-actin modifier: 5; DAT uptake mod: -0.08

What do the screens show for `Cn1c(=O)n(C)c2cc(NC(=O)c3cc4ccccc4o3)ccc21`?
VCAM1 TNFa inh: 12; Ecoli WT expand: -2; TNFa cytotox: 7; HUVEC tox IL1B: -28; sEH inhibitor: 3; PLK1 kinase inh: -16; PLK1 PBD inh: -22; F-actin modifier: 3; DAT uptake mod: 1.8

Going on with the list:
Results for CCOC(=O)c1oc2c(C)c(O)ccc2c(=O)c1-c1nncn1-c1ccccc1 ?
VCAM1 TNFa inh: -22; Ecoli WT expand: 2; TNFa cytotox: -30; HUVEC tox IL1B: 0; sEH inhibitor: -14; PLK1 kinase inh: -7; PLK1 PBD inh: -9; F-actin modifier: 1; DAT uptake mod: -0.014

How did Cc1nn(Cc2c(Cl)cccc2Cl)c(C)c1C(=O)NCc1ccc(C)n1C do in these assays?
VCAM1 TNFa inh: -1; Ecoli WT expand: 4; TNFa cytotox: -27; HUVEC tox IL1B: -34; sEH inhibitor: 8; PLK1 kinase inh: -5; PLK1 PBD inh: -11; DAT uptake mod: 0.085

What do the screens show for `O=S(=O)(c1ccc2c(c1)OCCO2)N1CCC(O)(c2ccc(Cl)cc2)CC1`?
VCAM1 TNFa inh: -3; Ecoli WT expand: -2; TNFa cytotox: -4; HUVEC tox IL1B: 3; sEH inhibitor: -5; PLK1 kinase inh: -9; PLK1 PBD inh: 3; F-actin modifier: 18; DAT uptake mod: 0.024

Results for Cc1ccc(C(=O)NCCNS(=O)(=O)c2ccccc2)cc1 ?
VCAM1 TNFa inh: 17; Ecoli WT expand: 4; TNFa cytotox: 12; HUVEC tox IL1B: 14; PLK1 kinase inh: -6; PLK1 PBD inh: 16; F-actin modifier: -16; DAT uptake mod: 0.28
